# Bioassay records as filed in PubChem BioAssay.
# Rtt109 Vps75: inhibitors of C. albicans Rtt109/Vps75 HAT, primary screen, biochemical, ThioGlo CoA-SH fluorescence, plate reader; inhibition, % at 34.9 µM; Histone acetyltransferase RTT109 (Candida albicans (strain SC5314 / ATCC MYA-2876)), …; purified Rtt109/Vps75, 4 h; hit rate 0.16% among 330,000;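 active means inhibition of at least 50% in every replicate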
# HTR5A ag: HTR5A agonists in luminescence cell assay, primary screen, counter-screen for OPRM1-OPRD1 heterodimer agonist project, full-deck HTS; activation, % at 9.3 µM; hit rate 0.61% among 340,000; cell-based; AID 504692, 2011; in the data active means activation mostly above about 9.5%, no sharp cut-off; inactive means mostly below about 7.6%;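 further: 0% = cells with vehicle only and 100% = reference agonist; strong numbers were not always called active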
# Target sequence (P47898 whole entry, looked up): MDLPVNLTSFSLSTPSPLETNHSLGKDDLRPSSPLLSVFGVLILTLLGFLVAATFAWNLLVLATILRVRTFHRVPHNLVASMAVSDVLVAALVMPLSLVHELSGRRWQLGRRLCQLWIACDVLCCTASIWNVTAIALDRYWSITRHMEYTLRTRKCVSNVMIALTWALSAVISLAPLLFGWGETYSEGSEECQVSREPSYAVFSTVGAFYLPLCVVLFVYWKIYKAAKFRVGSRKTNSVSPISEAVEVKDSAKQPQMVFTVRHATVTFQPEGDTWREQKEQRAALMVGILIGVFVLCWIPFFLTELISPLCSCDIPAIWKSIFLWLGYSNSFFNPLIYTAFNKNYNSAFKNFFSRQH
# Wnt bcat act: Wnt/beta-catenin pathway activators, primary screen, cell-based, plate reader, single point; AID 743398, 2014; Wnt/beta-catenin reporter cell assay, activator; activation, % at 9.35 µM; hit rate 1.2% among 300,000; in the data active means activation above about 30%, passing the limit was not always enough;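 further: 0% = neutral control wells and 100% = positive control wells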
# RTF Ca sens act: cardiac RTF calcium sensitivity activators, primary screen, biochemical, IANBD-TnC fluorescence, EC20 calcium. Troponin I, cardiac muscle (Homo sapiens) + Troponin T, cardiac muscle (Homo sapiens) + …. IANBD-labeled TnC RTF fluorescence at EC20 calcium; 0% EC20 calcium, 100% full calcium. activation, % at 7.2 µM. hit rate 0.24% among 340,000;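 active means activation above the mean over all tested compounds plus 3 SD, cut at about 30% in these data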;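 further: rise in fluorescence read as greater calcium sensitivity of cardiac thin filaments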
# SR-BI DiI inh: inhibitors of SR-BI mediated HDL lipid uptake, primary screen, ldlA[mSR-BI] cells, fluorescence, single point | Scavenger receptor class B member 1 (Mus musculus), Q61009 | ldlA[mSR-BI] CHO cells, DiI-HDL uptake fluorescence, 3 h | inhibition, % at 12.5 µM | hit rate 0.96% among 320,000;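 active means mean replicate inhibition of at least 70% and a set share of replicates each scoring 70 or more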;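 further: 0% = median of neutral control wells and 100% = median of positive control wells; values of inactives mirror those of a sister screen read the other way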
# MITF TRPM1 HTS: activators of MITF-driven TRPM1 promoter reporter, primary screen, cell-based, SK-MEL-5, luciferase, single point | SK-MEL-5 TRPM1-promoter luciferase, 24 h; % of positive control, neutral wells = 0 | activation, % at 12.5 µM | hit rate 0.75% among 300,000;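 active means mean activation of at least 80% with every replicate also reaching 80%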;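 further: 0% = neutral control wells and 100% = parthenolide positive control wells; values of inactives mirror those of a sister screen read the other way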
# CDK5 p35 inh: inhibitors of human CDK5/p35 kinase, primary screen, biochemical, single concentration; Recombinant CDK5/p35, ADP-Glo luminescence, 60 min; hit rate 0.01% among 330,000; inhibition, % at 10 µM;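 active means highest replicate inhibition of at least 50% and at least 75% of replicates reaching 50%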;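 further: plate controls were DMSO neutral control for no effect and GW8510 at 10 µM for full effect; many of its hits are not listed in these tables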
# Target sequence (Q00535 whole entry, looked up): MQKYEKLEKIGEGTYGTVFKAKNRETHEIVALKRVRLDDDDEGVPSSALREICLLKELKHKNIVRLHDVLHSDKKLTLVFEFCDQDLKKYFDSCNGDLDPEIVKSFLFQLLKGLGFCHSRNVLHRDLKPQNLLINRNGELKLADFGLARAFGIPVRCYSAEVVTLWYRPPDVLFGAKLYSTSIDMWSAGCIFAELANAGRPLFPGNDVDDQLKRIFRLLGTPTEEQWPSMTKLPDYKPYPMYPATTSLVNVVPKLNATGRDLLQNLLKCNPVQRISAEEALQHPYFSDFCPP
# Target sequence (Q15078 whole entry, looked up): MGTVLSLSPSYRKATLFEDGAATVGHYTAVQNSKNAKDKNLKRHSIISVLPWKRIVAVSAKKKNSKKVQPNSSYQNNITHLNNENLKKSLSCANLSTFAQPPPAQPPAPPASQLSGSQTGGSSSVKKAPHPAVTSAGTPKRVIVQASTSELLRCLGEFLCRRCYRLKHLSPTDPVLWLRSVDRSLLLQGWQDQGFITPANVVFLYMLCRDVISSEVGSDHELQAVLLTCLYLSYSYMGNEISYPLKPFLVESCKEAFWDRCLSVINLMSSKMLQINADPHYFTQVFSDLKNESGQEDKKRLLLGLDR
# PvdQ inh: P. aeruginosa PvdQ acylase inhibitors, primary screen, biochemical, fluorescence, plate reader and imaging, single point. AID 488965, 2010. inhibition, % at 10 µM. hit rate 0.063% among 340,000. purified PvdQ acylase. PvdQ acylase [Pseudomonas aeruginosa LESB58]; in the data active means inhibition above about 30%, passing the limit was not always enough;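 further: 0% = vehicle neutral wells and 100% = reference inhibitor wells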
# SR-BI DiI-HDL act: activators of SR-BI mediated DiI-HDL uptake, primary screen, ldlA[mSR-BI] CHO cells, DiI fluorescence; 3 h; 100 = double the neutral-control signal; activation, % at 12.5 µM; hit rate 0.096% among 320,000;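 active means mean replicate activation of at least 60% and every replicate at or above 60%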;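 further: 0% = median plate neutral-control signal and 100% = twice that signal; values of inactives mirror those of a sister screen read the other way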
#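 material = CHO ldlA[mSR-BI] cells | medium = Ham's F12 with 0.5% BSA, HEPES 25 mM, pH 7.4 | reagent = fluorescent DiI-HDL, 10 µg/mL final | compound dosing = single-point compound dose | incubation = 3 h, 37 °C | measured by = bottom-read fluorescence, 550/595 nm | measure = HDL uptake via cellular fluorescence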
# dFosB act: activators of delta FosB homodimer, primary screen, biochemical, fluorescence polarization, TAMRA-CDK5 oligo, single point; hit rate 0.99% among 340,000; activation, % at 25 µM; purified delta FosB; percent of positive-control signal above neutral wells; Protein FosB (Mus musculus), P13346;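 active means mean activation above about 17%, with every replicate also reaching it, limit read from the data, passing the limit was not always enough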;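 further: fluorescence polarization rise as delta FosB binds a TAMRA Cdk5 AP-1 oligo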
# Starred values were filed as active, the others as inactive; / = no result given; & = joins results of further samples.
SMILES,Rtt109 Vps75,HTR5A ag,Wnt bcat act,RTF Ca sens act,SR-BI DiI inh,MITF TRPM1 HTS,CDK5 p35 inh,PvdQ inh,SR-BI DiI-HDL act,dFosB act
COc1ccc2[nH]c3nc(SCC(=O)NC4CC4)nnc3c2c1,-6,0,1,2,-15,-11,-1.2,-10,15,11
O=C(NCc1ccccc1)c1ccc(Br)cc1Br,-5,2,/,1,-7,25,3.2,-12,7,3
C[C@H](CCC(=O)O)[C@H]1CC[C@H]2[C@@H]3CC[C@@H]4C[C@H](O)CC[C@]4(C)[C@H]3C[C@H](O)[C@]12C,13&19&1,-3&1&0,-2&-3&0&-2,0&-2&5,-9&-9&-12,1&-1,-0.9&-1.6&0.7,-13&-11&-12,9&9&12,-3&2&-9
COc1ccc(C(=O)OCc2cc(=O)n3ccsc3n2)cc1F,5,-2,1,-7,13,39,1.6,-15,-13,-1
CCOC(CNC(=O)c1ccc2c(c1)ncn2-c1ccccc1OC)OCC,/,-1,0,2,47,-12,1.3,-10,-47,-9
Cc1c(C(=O)OC(C)C)nnn1-c1nonc1N,5,3,-2,0,-30,-2,1.2,-13,/,1
CN(CC(=O)Nc1ccccc1C(F)(F)F)C(=O)c1cc(Cl)nc2ccccc12,-5,1,1,-3,-8,-17,1.0,-3,8,-2
O=C(c1ccc(N2CCCC2=O)cc1)N1CCN(c2ccccc2Cl)CC1,1,1,-1,0,13,-1,-1.3,-9,-13,-12
COC(=O)CNC(=O)c1ccc(C)s1,-4,2,0,-5,4,6,-0.8,-13,-4,-1
CC(=O)c1c(C)[nH]c(C(=O)OCC(=O)N2CC(C)OC(C)C2)c1C (stereo not drawn),-10,2,7,5,-34,3,0.9,0,34,0
CN(C)c1cc(-c2ccc([N+](=O)[O-])cc2)oc(=O)c1Cl,1,10,0,5,16,/,0.0,0,-16,11
CCO[C@@H]1OC(C(=O)O)=C[C@H](c2coc3ccccc3c2=O)[C@H]1CCCO,-5,0,0,16,-31,-7,-5.2,-10,31,-3
O=C(c1cccc(N2CCCC2=O)c1)N1CCOCC1,-7,7,0,4,-28,7,2.2,-10,28,-2
Cc1cc(NC(=O)CN2CCN(c3cccc(Cl)c3)CC2)no1,3,-2,-2,-1,2,-2,-1.6,-16,-2,-5
CCCCc1nnc(SCC(=O)NC2CCCCC2)n1C,-3,4,1,-5,-5,-10,2.5,-5,5,3
COc1ccc(CCNC(=O)CCN2C(=O)COc3ccccc32)cc1OC,-11,-2,-6,-6,18,-4,1.1,1,-18,2
O=[N+]([O-])c1ccc(N2CCN(c3ccccc3)CC2)cc1,0,-1,14,2,30,29,-0.2,-5,-30,-7
O=C(c1ccc(N2CCOCC2)c([N+](=O)[O-])c1)N1CCCC(C(F)(F)F)C1 (stereo not drawn),-1,-2,-4,5,10,9,-1.5,-4,-10,5
CC(=O)Nc1sc2c(c1C(c1ccccc1)N1CCOCC1)CCCC2 (stereo not drawn),-7,-2,/,0,0,0,-0.2,-7,0,-14
Cc1ccc(C(C(=O)NC2CCCCC2)N(C(=O)c2csnn2)C2CCCC2)o1 (stereo not drawn),6,-2,0,-1,7,-5,1.5,-2,-7,-9
Cc1nn(C(C)C(=O)NCCc2ccccc2)c(=O)c2cc3occc3n12 (stereo not drawn),10,1,-2,-2,5,4,-0.1,5,-5,-3
Cc1nn(C)cc1C(C(=O)NC1CCCCC1)N(C(=O)c1cnccn1)c1ccc(Oc2ccccc2)cc1 (stereo not drawn),-1,2,19,12,-21,5,0.6,-6,21,-10
O=C(CSc1nc2ccccc2c(=O)n1CC1CCCCC1)N1CCOCC1,10,1,/,0,32,9,-0.7,-8,-32,-11
COCCCNCCCOc1ccc(Cl)cc1C(C)(C)C,-2,4,-4,12,-4,1,-1.4,-26,4,-13
C=CC(=O)Nc1ccc(N(C)c2ccnc(Nc3ccc(N4CCN(C)CC4)cc3)n2)cc1,17,-1,-14,0,-6,-12,9.7,10,6,50*
Cc1ccc(NC(=O)COC(=O)c2ccccc2Nc2ccccc2)cc1,-8,3,-1,-1,27,8,1.3,-6,-27,6
O=C(Nc1ccc2c(c1)OCCO2)C1CCCN1S(=O)(=O)c1ccc(Cl)cc1 (stereo not drawn),-4,4,-3,-6,9,-2,-3.2,5,-9,-4
N/C(=N\OC(=O)N1CCOCC1)c1ccc(Br)cc1,/,-2,13,-4,9,12,0.8,1,-9,-3
CCOc1ccc(CNC(=S)Nc2ccccc2)cc1Cl,-12,-1,-1,0,38,/,1.7,-14,-38,-2
CCNC(=O)N(C)C[C@H]1N[C@@](CC)(C(=O)OC)[C@H]2C(=O)N(Cc3ccccc3)C(=O)[C@@H]12,4,-1,2,0,3,5,2.9,-6,-3,-5
CCCc1nc2ccccc2[nH]1,-11,6,-5,-3,-16,3,-1.6,-7,16,-3
Cc1cc(C(=O)NNC(=S)NC2CCCCC2)cs1,-5,-7,25,-5,-13,31,0.1,-9,13,-3
CC(C)CN(C(=O)CN1CCN(c2ccc(O)cc2)CC1)c1c(N)n(CC(C)C)c(=O)[nH]c1=O,-2,7,-2,1,-24,4,0.5,-3,24,-11
CC(C(=O)O)n1nc2ccccc2n1 (stereo not drawn),-7,-1,/,2,/,-1,0.7,-17,/,-3
COCOc1ccc(C=O)c(OCOC)c1,-4,-5,-1,-1,-2,5,-0.3,-7,2,3
COc1ccc(NC(=O)COC(=O)c2ccc(-n3nc(C)cc3C)cc2)cc1OC,-7,-2,-1,-2,-24,15,0.3,-6,24,-7
CCOC(=O)c1nn(-c2ccc(Cl)cc2)c2nnc(Cc3ccc(C)cc3)c(=O)n12,2,13,-5,-4,14,4,-0.9,-10,-14,10
COc1ccc(C(O)P(=O)(OC(C)C)OC(C)C)c(OC)c1 (stereo not drawn),4,-2,2,-6,3,0,-1.8,-6,-3,-13
COCCCNC(=O)C1CC(=O)N(Cc2ccc(OC)cc2)C1 (stereo not drawn),-1,-2,-6,-1,-22,-5,-1.1,-18,22,1
O=C(CSc1nnc(Cc2cc(=O)[nH]c(=O)[nH]2)n1-c1ccc(F)cc1)N1CCCCC1,-5,-2,0,1,-12,-5,-0.9,-7,12,10
COc1ccccc1OCCNC(=O)c1cccc(S(=O)(=O)N2CCN(Cc3ccccc3)CC2)c1,0,-3,-3,8,4,3,-1.0,-15,-4,-6
CC1CCC2(CC1)NC(=O)c1ccccc1O2 (stereo not drawn),-4,0,/,3,3,7,-0.4,-16,-3,-1
CC(=O)c1ccc(N(CC(=O)NCC2CCCO2)C(=O)CCC(=O)Nc2cc(C)on2)cc1 (stereo not drawn),18,14*,-3,3,-16,-3,-0.2,2,16,-12
C/C(=N\S(=O)(=O)c1ccc(C)cc1)N1CCN(S(=O)(=O)c2ccccc2)C1,-6,-3,-5,-1,-3,/,-0.1,11,3,-3
Cc1cccc(C)c1NC(=O)C1(NC(=O)C2CCCN2C(=O)OC(C)(C)C)CCCCC1 (stereo not drawn),9,-6,-5,-3,-21,-11,0.3,-4,21,-6
Cc1ccc(-c2nc3ccc(C(=O)O)cc3nc2-c2ccc(C)cc2)cc1,-63,2,/,5,-27,/,-0.6,7,27,-14
COc1ccc([N+](=O)[O-])cc1NC(=O)c1ccc(N(Cc2ccccc2Cl)S(C)(=O)=O)cc1,3,2,/,0,/,4,-0.4,-8,/,0
COc1ccc(NC(=S)/N=C(\N)Nc2nc(C)c3ccc(C)cc3n2)cc1,0,-6,-1,-1,57,-7,-0.8,-3,-57,-2

# In another format: entries from further up
molecule | Rtt109 Vps75 | HTR5A ag | Wnt bcat act | RTF Ca sens act | SR-BI DiI inh | MITF TRPM1 HTS | CDK5 p35 inh | PvdQ inh | SR-BI DiI-HDL act | dFosB act
CN(CC(=O)Nc1ccccc1C(F)(F)F)C(=O)c1cc(Cl)nc2ccccc12 | -5 | 1 | 1 | -3 | -8 | -17 | 1.0 | -3 | 8 | -2
O=C(c1ccc(N2CCCC2=O)cc1)N1CCN(c2ccccc2Cl)CC1 | 1 | 1 | -1 | 0 | 13 | -1 | -1.3 | -9 | -13 | -12

# More compounds.
SMILES,Rtt109 Vps75,HTR5A ag,Wnt bcat act,RTF Ca sens act,SR-BI DiI inh,MITF TRPM1 HTS,CDK5 p35 inh,PvdQ inh,SR-BI DiI-HDL act,dFosB act
Cc1ccccc1N=Cc1cc2c(cc1O)OC(N)=C(C#N)C2c1ccccc1 (stereo not drawn),-3,2,-1,16,-7,-52,-2.7,11,7,-13
CCOCCCNC(=O)CS(=O)(=O)Cc1nc(-c2cccc(OC)c2)oc1C,8,-8,/,2,6,-11,-5.2,-7,-6,-6
CCN(CC)S(=O)(=O)c1ccc(C)c(NC(=O)CSc2nc3ccc(C)cc3[nH]2)c1,2,10,-3,-1,21,9,0.3,-5,-21,-11
CCCCOC(=O)/C=C\C(=O)NC(N)=O,3,2,2,7,-28,-5,-0.2,-3,28,3
O=c1c2cc(Cl)ccc2[nH]c(=S)n1Cc1ccccn1,0,-9,2,-4,-8,0,-0.4,5,8,0
S=C(NNc1ccnc2cc(Cl)ccc12)Nc1ccc(Cl)cc1Cl,5,4,0,0,/,-65,0.8,-7,/,13
CCOc1ccc(N(CC(=O)Nc2ccc(C)c(C)c2)S(=O)(=O)c2c(C)[nH]c(=O)[nH]c2=O)cc1,-2,0,10,6,-6,4,-3.7,-7,6,-10
Cc1nc2ccc(Oc3ccccc3)cc2s1,7,3,8,-2,-9,20,0.2,-2,9,-2
O=C(NC1CCCCCC1)c1ccc([N+](=O)[O-])s1,2,8,-5,-4,-18,-71,0.1,-6,18,-5
O=C(O)CCN1C(=O)c2ccc(NC(=O)CSc3ccc(Cl)cc3)cc2C1=O,0,2,-1,0,2,-1,1.4,-14,-2,3
COc1ccc(CCNC(=O)CSc2ccc(-c3ccco3)nn2)cc1OC,-1,2,0,2,-30,8,1.0,-14,30,2
C=CCN1C(=O)c2ccc(C(=O)N(C)CC(=O)Nc3ccccc3Br)cc2C1=O,-4,2,-2,-4,18,-7,0.3,-17,-18,2
Cc1nc(N)[nH]c(=O)c1CC(=O)OCCCl,-7,2,1,3,5,-13,0.2,-8,-5,-3
COc1cc(C2C(C#N)=C(N)Oc3cc(C)oc(=O)c32)ccc1OC(=O)N1CCOCC1 (stereo not drawn),1,-1,-3,7,/,/,-1.1,-10,/,-6
C=CCN1C(=O)S/C(=C/c2ccsc2)C1=O,-27,-1,/,3,-2,52,-0.1,-13,2,-3
CCOC(=O)N1CCN(C(=O)c2cc3c(ccc4ccccc43)oc2=O)CC1,-105,2,-7,3,0,3,-0.2,1,0,0
Cc1cc(NC(=O)COC(=O)c2c(C)noc2C)ccc1Br,/,-5,0,4,10,2,-0.8,-11,-10,-15
